# Arrestin-AP2 inh – inhibitors of beta-arrestin/AP2 binding, primary screen, biochemical, GPCR trafficking, flow cytometry. beta-arrestin 1 C-terminal peptide binding to AP2 beta2-adaptin appendage (human). FITC-arrestin peptide / GST-AP2 beads; AP2 beta2 appendage carries R879A mutation. inhibition, % at 10 µM. 0.31% of 340,000 active. AID 504490, 2011;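 active means inhibition above a set limit, near 3 SD of compounds lacking own fluorescence, cut at about 54% in these data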;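 further: plate controls were DMSO wells for no effect and 5 µM unlabelled arrestin peptide for full effect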
#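 System: GST-AP2 R879A glutathione beads | Also added: FITC-arrestin peptide, 50 nM | Times: 12 min plus 1 h, RT | Signal: Bead flow cytometry, FITC channel | Buffer or medium: PBS with 0.05% Tween 20 and 0.1% BSA | Read-out basis: Percent drop in bead-associated FITC signal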
# V-ATPase pHluor – regulators of yeast V-ATPase proton pumping, primary screen, pHLuorin cytosolic pH fluorescence. response, % at 10 µM. S. cerevisiae. 0.37% of 350,000 active; in the data active means response mostly above about 7.3%, no sharp cut-off; inactive means mostly below about 5.4%; further: actives read high; inactives centre near 0; some compounds called inactive have numbers as strong as hits; reference of the scale not given here
# HTR5A ag – HTR5A agonists in luminescence cell assay, primary screen, counter-screen for OPRM1-OPRD1 heterodimer agonist project, full-deck HTS. 5-hydroxytryptamine receptor 5A (Homo sapiens), P47898. cell-based. activation, % at 9.3 µM. 0.61% of 340,000 active. AID 504692, 2011; in the data active means activation mostly above about 9.5%, no sharp cut-off; inactive means mostly below about 7.6%;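 further: 0% = cells with vehicle only and 100% = reference agonist; strong numbers were not always called active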
# PKA-R2B activ – activators of PKA-R2B holoenzyme, primary screen, biochemical, fluorescence polarization, Cy5-IP20, human; 0.079% of 340,000 active; activation, % at 11.4 µM; PKA-R2B holoenzyme dissociation; R2B truncated from residue 108, S112A mutant; 0% DMSO only, 100% 113 µM cGMP; cAMP-dependent protein kinase catalytic subunit beta (Homo sapiens) + cAMP-dependent …;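 active means activation above a cutoff set at the mean over all compounds plus 3 SD, cut at about 18% in these data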;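 further: higher means more holoenzyme dissociation and a rise in polarization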
# HTR5A inv ctr – HTR5A inverse agonists in luminescence cell assay, primary screen, counter-screen for OPRM1-OPRD1 heterodimer inverse agonist project, full-deck HTS; 5-hydroxytryptamine receptor 5A (Homo sapiens), P47898; HTR5A cell line, inverse agonism; inhibition, % at 9.3 µM; 0.083% of 340,000 active; in the data active means inhibition mostly above about 23%, no sharp cut-off; inactive means mostly below about 18%;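 further: 0% = cells with DMSO and 100% = no-cell wells with DMSO; some compounds called inactive have numbers as strong as hits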
# PKA-R1A activ – activators of PKA-R1A holoenzyme, primary screen, biochemical, fluorescence polarization, Cy5-IP20, bovine R1A, mouse PKAc; cAMP-dependent protein kinase type I-alpha regulatory subunit (Bos taurus) + …; AID 504707, 2011; 0.083% of 340,000 active; PKA-R1A dissociation; scaled: DMSO 0%, 113 µM cGMP 100%; activation, % at 11.4 µM;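 active means percent activation above the mean of all tested compounds plus 3 SD, cut at about 19% in these data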;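 further: higher means more PKAc released from R1A so a rise in polarization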
# MOR-DOR inv ag – inverse agonists of MOR-DOR heterodimerization, primary screen, cell-based, luminescence; 0.21% of 340,000 active; inhibition, % at 9.3 µM; cell-based MOR-DOR heterodimer luminescence, inverse agonism; Mu-type opioid receptor (Homo sapiens) + Delta-type opioid receptor (Homo sapiens), …; in the data active means inhibition above about 22%, passing the limit was not always enough;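 further: 0% = cells with DMSO and 100% = wells without cells with DMSO; values of inactives mirror those of a sister screen read the other way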
# DAGLB inhibitor – DAGLB lipase inhibitors, primary screen, biochemical, fluorescence, HTS | HEK293T DAGLB membrane lysate, EnzChek fluorogenic substrate | inhibition, % at 5.17 µM | 0.059% of 340,000 active | Diacylglycerol lipase-beta (Homo sapiens), Q8NCG7; in the data active means inhibition above about 34%;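 further: 0% = enzyme with vehicle and 100% = wells lacking enzyme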
# MOR-DOR ag – agonists of OPRM1-OPRD1 heterodimerization, primary screen, cell-based, luminescence; Mu-type opioid receptor (Homo sapiens) + Delta-type opioid receptor (Homo sapiens), …; cells; activation, % at 9.3 µM; 0.3% of 340,000 active; in the data active means activation above about 18%;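 further: 0% = vehicle-treated cells and 100% = reference agonist; values of inactives mirror those of a sister screen read the other way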
# DSG3 Ab inh – inhibitors of pemphigus antibody binding to DSG3, primary screen, biochemical, bead-based, flow cytometry, scFv-GFP; Desmoglein-3 (Homo sapiens), P32926; DSG3-coupled beads, scFv-anti-DSG3-GFP binding; stronger effect = lower value; binding (percent of control), % at 10 µM; 0.48% of 310,000 active; AID 588358, 2011;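 active means binding more than 3 SD below its plate's average and above zero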;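 further: hits lower antibody fragment binding to DSG3; some compounds called inactive have numbers as strong as hits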
# Target sequence (P32926 whole entry, looked up, the tested form may be a part): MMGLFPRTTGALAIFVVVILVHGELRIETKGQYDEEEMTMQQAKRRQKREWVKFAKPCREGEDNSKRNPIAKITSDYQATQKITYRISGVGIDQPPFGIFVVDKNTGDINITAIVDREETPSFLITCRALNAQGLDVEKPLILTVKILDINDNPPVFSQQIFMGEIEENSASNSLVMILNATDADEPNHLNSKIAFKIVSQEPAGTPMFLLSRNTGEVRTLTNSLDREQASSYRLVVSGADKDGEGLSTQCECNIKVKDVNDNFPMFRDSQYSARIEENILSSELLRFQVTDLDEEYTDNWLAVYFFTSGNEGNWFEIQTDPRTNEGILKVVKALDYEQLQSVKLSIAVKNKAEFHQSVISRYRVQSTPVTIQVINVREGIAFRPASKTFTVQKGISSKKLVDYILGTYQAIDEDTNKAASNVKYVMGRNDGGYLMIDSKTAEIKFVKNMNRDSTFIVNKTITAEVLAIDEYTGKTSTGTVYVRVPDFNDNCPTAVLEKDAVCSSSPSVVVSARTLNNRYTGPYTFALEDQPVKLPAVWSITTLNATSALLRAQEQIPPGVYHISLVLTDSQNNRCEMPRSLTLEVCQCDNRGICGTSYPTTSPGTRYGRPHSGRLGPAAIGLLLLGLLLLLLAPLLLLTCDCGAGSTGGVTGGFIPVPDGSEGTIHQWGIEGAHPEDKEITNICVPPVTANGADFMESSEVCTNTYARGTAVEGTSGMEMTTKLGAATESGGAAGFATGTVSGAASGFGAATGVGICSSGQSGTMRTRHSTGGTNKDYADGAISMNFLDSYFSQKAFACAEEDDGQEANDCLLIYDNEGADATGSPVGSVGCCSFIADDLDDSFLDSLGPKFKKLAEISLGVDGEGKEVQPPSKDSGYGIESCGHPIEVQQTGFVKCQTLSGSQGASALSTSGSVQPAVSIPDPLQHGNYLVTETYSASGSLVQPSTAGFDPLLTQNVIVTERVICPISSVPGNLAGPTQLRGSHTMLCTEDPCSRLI
# Numbers without * were called inactive; / = not tested or not shown.
SMILES,Arrestin-AP2 inh,V-ATPase pHluor,HTR5A ag,PKA-R2B activ,HTR5A inv ctr,PKA-R1A activ,MOR-DOR inv ag,DAGLB inhibitor,MOR-DOR ag,DSG3 Ab inh
Cc1noc2ncnc(Oc3ccc(F)cc3)c12,14,-7,6,-3,-14,4,11,-4,-2.7,/
Cn1c(=O)[nH]c(=O)c2c1nc(Br)n2CCOc1ccccc1,4,-3,5,-15,-14,-2,-5,1,0.9,96
CCOC(=O)C(NC(=O)N1CCCCC1)(c1ccccc1)C(F)(F)F (configuration not stated),4,1,2,-5,-17,-16,-3,-2,0.4,103
COc1ccc(OC)c(NC(=O)COC(=O)CN(C)S(=O)(=O)c2ccc(C)cc2)c1,24,-2,1,4,-10,-6,17,-4,-3.2,95
Cc1ccc(Cn2nc(C)c(NC(=O)CCCn3nc(C)c([N+](=O)[O-])c3C)c2C)cc1,10,-3,2,-2,-5,3,5,-2,-0.9,74
c1ccc2c(c1)Cc1cc(CN3CCOCC3)ccc1-2,5,0,4,-3,-13,3,-9,-5,1.7,101
Cc1ccc(NS(=O)(=O)c2cc(-c3n[nH]c(=O)c4ccccc34)ccc2C)cc1,-3,7,0,-10,-16,2,-7,2,1.4,75
CCN(CC)C(=O)C1=C(C)NC(=S)NC1c1cn(-c2ccccc2)nc1-c1ccc(Cl)cc1 (configuration not stated),-102,2,3,-2,-4,2,10,2,-1.8,87
Cc1ccc(OCc2nc(C#N)c(NCc3ccco3)o2)cc1,35,-7,-2,-7,7,4,-1,-3,0.2,102
O=C(O)CCCNC(=O)/C(=C\c1ccc(Cl)cc1)NC(=O)c1ccc(Br)cc1,4,-1,-3,-20,7,-6,-6,-1,0.9,108
COc1ccc(S(=O)(=O)NC(N)=NCCc2ccc(OC)c(OC)c2)cc1C,-2,0,6,-2,-16,6,-4,-2,0.6,90
c1ccc(COc2cccc(CN3CCCCC3)c2)cc1,8,0,4,5,-13,-9,-10,-2,2.0,100
CCN1CCN(/C=N/c2nc(C)cs2)CC1,-8,-2,-3,-13,0,-15,15,-1,-2.6,102
COC(=O)Cn1c(=NC(=O)c2cc(OC)c(OC)c(OC)c2)sc2cc(OC)ccc21,7,-4,3,-17,-7,-10,9,1,-1.8,89*
Cc1cccc(NC(=O)Cc2c(F)cccc2Cl)n1,-8,0,2,-7,13,0,9,-3,-1.7,107
COc1ccccc1NS(=O)(=O)c1ccc(C)c(C(=O)NNC(=O)c2csc(N3CCOCC3)n2)c1,13,-2,1,-9,-3,-8,-5,2,1.0,100
Cc1csc(SCC(=O)NC(=O)NCCC(C)C)n1,-1,-1,2,1,3,13,7,1,-1.4,97
CC(C)NC(=O)COC(=O)c1ccccc1CSC1=NCCS1,0,2,-1,3,4,-9,2,1,-0.2,118
CCOC(=O)N1CCN(C(=O)c2ccc3c(=O)n(CCc4ccc(OC)c(OC)c4)c(=O)[nH]c3c2)CC1,20,8,4,7,-2,1,-2,3,0.5,103
O=C(CCCc1ccccc1)N=C1SC2CS(=O)(=O)CC2N1c1ccccc1F (configuration not stated),3,1,-2,-2,4,-10,4,1,-0.8,105

# A different layout for two compounds above.
Cc1noc2ncnc(Oc3ccc(F)cc3)c12
  Arrestin-AP2 inh: 14
  V-ATPase pHluor: -7
  HTR5A ag: 6
  PKA-R2B activ: -3
  HTR5A inv ctr: -14
  PKA-R1A activ: 4
  MOR-DOR inv ag: 11
  DAGLB inhibitor: -4
  MOR-DOR ag: -2.7
  DSG3 Ab inh: /

CCOC(=O)N1CCN(C(=O)c2ccc3c(=O)n(CCc4ccc(OC)c(OC)c4)c(=O)[nH]c3c2)CC1
  Arrestin-AP2 inh: 20
  V-ATPase pHluor: 8
  HTR5A ag: 4
  PKA-R2B activ: 7
  HTR5A inv ctr: -2
  PKA-R1A activ: 1
  MOR-DOR inv ag: -2
  DAGLB inhibitor: 3
  MOR-DOR ag: 0.5
  DSG3 Ab inh: 103

# The listing picks up, repeating the five entries before the break.
SMILES,Arrestin-AP2 inh,V-ATPase pHluor,HTR5A ag,PKA-R2B activ,HTR5A inv ctr,PKA-R1A activ,MOR-DOR inv ag,DAGLB inhibitor,MOR-DOR ag,DSG3 Ab inh
COc1ccccc1NS(=O)(=O)c1ccc(C)c(C(=O)NNC(=O)c2csc(N3CCOCC3)n2)c1,13,-2,1,-9,-3,-8,-5,2,1.0,100
Cc1csc(SCC(=O)NC(=O)NCCC(C)C)n1,-1,-1,2,1,3,13,7,1,-1.4,97
CC(C)NC(=O)COC(=O)c1ccccc1CSC1=NCCS1,0,2,-1,3,4,-9,2,1,-0.2,118
CCOC(=O)N1CCN(C(=O)c2ccc3c(=O)n(CCc4ccc(OC)c(OC)c4)c(=O)[nH]c3c2)CC1,20,8,4,7,-2,1,-2,3,0.5,103
O=C(CCCc1ccccc1)N=C1SC2CS(=O)(=O)CC2N1c1ccccc1F (configuration not stated),3,1,-2,-2,4,-10,4,1,-0.8,105
COc1ccccc1NC(=S)N1CCN(C/C=C/c2ccccc2)CC1,7,0,5,-2,0,7,5,-2,-1.0,95
O=C(COc1ccc(/C=N/NS(=O)(=O)c2ccccc2)cc1)NCCc1ccccc1,-2,1,5,3,-8,3,-16,-2,2.9,103
Cc1cccc(NC(=O)C2C(c3ccccc3)C2(Cl)Cl)c1C (configuration not stated),12,/,3,-17,-6,-10,-8,-3,1.5,/
N/C(Cc1ccc(Cl)cc1)=N\OC(=O)c1cccc2ccccc12,-9,-3,11,-1,-9,2,-64,-19,11,118
c1ccc(COC2COC3C(OCc4ccccc4)COC23)cc1 (configuration not stated),16,-2,3,0,-13,-3,1,-3,-0.3,90
Oc1ccccc1C1=Nc2ncnn2C(c2ccc(F)cc2)C1 (configuration not stated),8,4,-6,0,16,0,15,0,-3.1,/
CC(O)c1nc2c(c(=O)n(C)c(=O)n2C)n1C (configuration not stated),-4,-1,0,-3,-33,-12,12,-4,-2.4,97
CCOc1ccc2ccccc2c1/C=N/NC(=O)CC1(C)OCCCO1,-5,1,11,-6,-17,5,5,0,-1.0,133
Cc1ccc2c(CC(=O)NCC3(N4CCOCC4)CCCCC3)coc2c1C,35,4,-3,-1,9,4,1,-2,-0.3,109
COc1cc2oc(=O)c3c(c2cc1OCC(=O)c1c(C)n(C)c2ccccc12)CCCC3,8,2,3,-8,1,2,-8,2,1.5,/
CC(=O)c1c(C)c(C)c2n1CCn1c(C)ccc1-2,1,1,-3,-16,3,-3,17,-1,-3.3,103
CCCC(=NC(C)CC)C1=C(O)CC(c2ccccc2)CC1=O (configuration not stated),-3,0,5,-9,-14,0,-12,-1,2.2,112
CCOc1ccc(C(=O)NCc2ccccc2)cc1Br,3,5,2,3,-26,-6,10,-2,-1.9,99
Cc1[nH][nH]c(=O)c1C=NCc1cccc(C(F)(F)F)c1,3,-1,0,0,14,3,17,0,-2.8,86
COc1ccc(CCN2CC(C(=O)NC3CCOCC3)CCC2=O)cc1 (configuration not stated),-3,-3,4,-12,26,-19,12,-2,-2.3,100
Cc1nc2c(C(=O)O)cnn2c(C)c1Cc1ccccc1F,-2,-4,2,0,-17,-6,19,-1,-3.3,128
O=C1CCC(NC(=O)c2ccccc2)C(=O)N1 (configuration not stated),-6,1,1,-3,-2,1,6,1,-1.0,100
COc1ccc2c(c1)nc(NCCO)n2C,-11,1,-2,2,-1,-6,12,-2,-2.1,130
CC(=O)c1ccccc1NS(=O)(=O)c1cccc2nonc12,12,-1,-1,-7,9,0,23,-2,-7.2,105
Cc1nnc(-c2ccccc2)nc1N(C)C,3,0,11*,6,10,-9,8,-1,-1.6,97

# Structures above that contain a CF3 group, in the order listed:
SMILES,Arrestin-AP2 inh,V-ATPase pHluor,HTR5A ag,PKA-R2B activ,HTR5A inv ctr,PKA-R1A activ,MOR-DOR inv ag,DAGLB inhibitor,MOR-DOR ag,DSG3 Ab inh
CCOC(=O)C(NC(=O)N1CCCCC1)(c1ccccc1)C(F)(F)F (configuration not stated),4,1,2,-5,-17,-16,-3,-2,0.4,103
Cc1[nH][nH]c(=O)c1C=NCc1cccc(C(F)(F)F)c1,3,-1,0,0,14,3,17,0,-2.8,86

# New compounds follow.
SMILES,Arrestin-AP2 inh,V-ATPase pHluor,HTR5A ag,PKA-R2B activ,HTR5A inv ctr,PKA-R1A activ,MOR-DOR inv ag,DAGLB inhibitor,MOR-DOR ag,DSG3 Ab inh
COc1cccc(/C(O)=C2\C(=O)C(=O)N(c3ccccn3)C2c2ccccc2OC)c1 (configuration not stated),28,-4,2,-6,9,-5,3,2,-0.5,/
C/C(=N\NC(=O)CCc1c[nH]c2ccccc12)c1ccc([N+](=O)[O-])cc1,3,3,7,1,-19,10,-23,-1,3.2,99
Cc1ccccc1C(=O)NCC(=O)N1CCN(C/C=C/c2ccccc2)CC1,27,-2,0,2,1,-14,-1,2,0.2,104
O=C(COC(=O)Cc1cn2ccsc2n1)NC12CC3CC(CC(C3)C1)C2,0,-1,0,-1,-5,-3,18,-3,-3.2,104
O=C(Nc1ccc(N2CCN(C(=O)c3cccs3)CC2)cc1)c1ccc(Br)o1,-6,2,16*,5,-41,0,0,1,0.1,/
COc1ccc(CCNC(=O)COc2ccc(S(=O)(=O)NC(C)C)cc2)cc1OC,40,-2,0,-3,-1,-7,1,-1,-0.2,106
CC1(c2nnc(-c3cccc(Cl)c3)o2)CC(c2cccc(Cl)c2)=NO1 (configuration not stated),2,-7,2,-6,11,-3,8,-2,-1.5,106
COc1cccc(C(=O)NCCNC(=O)c2ccc(C)nc2)c1,7,2,-2,-11,-8,-3,-5,-1,0.8,101
Cc1ccc(C(=O)NCC(=O)OCC(=O)N(CC(C)C)c2c(N)n(Cc3ccccc3)c(=O)[nH]c2=O)cc1,38,11,4,-2,-1,-2,3,2,-0.5,91
Nc1nc2ccc(C(=O)NCCOC(=O)C3CCCCC3)cc2s1,-14,-1,1,5,-4,2,15,1,-3.4,95
COc1ccc([C@@H]2[C@@H]3C(=O)N(C(C)(C)C)C(=O)[C@@H]3[C@]3(C)C(=O)N(c4cccc(F)c4)C(=O)N23)cc1,7,1,-3,-13,3,10,-1,-4,0.2,104
COc1ccc(C2c3ccc(O)cc3Oc3ncn(CCCO)c(=N)c32)cc1OC (configuration not stated),20,-2,4,2,-62,-12,10,-10,-1.9,91
CCN(CC(=O)Nc1ccccc1OC)C(=O)c1cccc(-n2cccc2)c1,-3,-1,-2,-7,20,5,-59,1,11,107

# Screens deposited in PubChem by several laboratories.
